FLuc inhib CS – inhibits firefly luciferase, flagging false hits in luciferase inhibition screens; P08659; ATPLite firefly luciferase biochemical luminescence, 10 min; inhibition, % at 10 µM; 200,000 compounds, 1.5% hits;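 active = inhibition above about 50% when tested at 10 µM, limit read from the data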
Target sequence (P08659 whole entry, looked up): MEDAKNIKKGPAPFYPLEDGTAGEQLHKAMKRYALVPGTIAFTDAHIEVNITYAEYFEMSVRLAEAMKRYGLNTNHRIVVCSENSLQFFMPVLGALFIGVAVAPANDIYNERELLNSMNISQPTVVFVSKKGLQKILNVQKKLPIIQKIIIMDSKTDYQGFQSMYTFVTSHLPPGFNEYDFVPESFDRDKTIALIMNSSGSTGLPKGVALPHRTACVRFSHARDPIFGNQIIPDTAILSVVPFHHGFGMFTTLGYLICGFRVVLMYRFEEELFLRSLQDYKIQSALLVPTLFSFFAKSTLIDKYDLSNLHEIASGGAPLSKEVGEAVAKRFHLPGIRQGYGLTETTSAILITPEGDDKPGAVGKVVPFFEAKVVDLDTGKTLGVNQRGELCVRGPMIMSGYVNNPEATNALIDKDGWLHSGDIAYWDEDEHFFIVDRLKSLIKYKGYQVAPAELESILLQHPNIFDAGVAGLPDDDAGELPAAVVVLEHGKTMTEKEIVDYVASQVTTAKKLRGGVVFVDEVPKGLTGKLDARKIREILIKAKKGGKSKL
ROMK primary – human ROMK K+ channel modulation, primary screen. AID 1918. B-score at 10 µM. Tet-inducible ROMK, thallium flux fluorescence; actives lie on both sides. P48048. 130,000 compounds, 2% hits;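 active = signal ratio slope over the read window, or its plate-corrected B-score, at least 3 SD from the plate mean, either direction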;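 note: B-score of the F/F0 ratio slope over 7 to 12 s after thallium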
Target sequence (P48048 whole entry, looked up): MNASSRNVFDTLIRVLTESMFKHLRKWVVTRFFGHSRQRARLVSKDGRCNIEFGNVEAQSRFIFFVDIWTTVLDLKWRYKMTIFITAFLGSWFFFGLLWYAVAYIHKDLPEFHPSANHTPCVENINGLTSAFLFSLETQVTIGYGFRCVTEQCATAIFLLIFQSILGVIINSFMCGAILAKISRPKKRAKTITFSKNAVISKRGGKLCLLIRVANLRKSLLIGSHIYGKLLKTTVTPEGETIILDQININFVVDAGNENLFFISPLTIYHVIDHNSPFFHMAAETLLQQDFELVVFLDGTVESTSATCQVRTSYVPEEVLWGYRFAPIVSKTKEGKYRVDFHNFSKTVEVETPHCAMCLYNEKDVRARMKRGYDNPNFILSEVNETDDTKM
STAT1 inh – inhibitors of IFN-gamma induced STAT1 signaling | NIH 3T3 STAT1-luciferase reporter, luminescence | inhibition, % at 5.5 µM | 200,000 compounds, 0.35% hits;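 active = inhibition above a set limit, the mean inhibition across all tested compounds plus 3 SD, cut at about 34% in these data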;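 note: 0% = IFN-gamma with DMSO and 100% = IFN-gamma with 300 µM nifuroxazide; values of inactives mirror those of a sister screen read the other way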
APP 5'UTR act – activates APP 5'UTR luciferase reporter | AID 1276 | SH-SY5Y APP 5'UTR luciferase reporter, luminescence; zero percent = DMSO vehicle wells | 190,000 compounds, 1% hits | activation, % at 2 µM;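 active = activation above a set limit, based on mean plus 3 SD of controls, cut at about 140% in these data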; note: values of inactives mirror those of a sister screen read the other way
FLuc act counter – affects firefly luciferase, flagging false hits in luciferase stimulation screens | P08659 | ATPlite luciferase biochemical, luminescence, 10 min; 0 = ATP-free wells, 1 = DMSO control | activation factor at 10 µM | 200,000 tested, under 10 active | AID 1027;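 active = luciferase activation factor, scaled between plate controls, of at least 2 with compound at 10 µM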
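Assay system – cell-free luciferase reagent · Medium – PBS-based ATP solution · Dosing – test compounds dosed from 2 mM stocks in 100% DMSO · Timing – 10 min, room temperature · Technique – light output (luminescence) · Measure – luminescence gain marking luciferase activators · Controls – No-ATP low control, compound-free enzyme-plus-ATP high control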
NF-kB neuron act – NF-kB expression increase, human neuronal cells; NF-kB reporter expression; stronger effect = higher value; fold change at 12.5 µM; 190,000 compounds, 1.6% hits; AID 1239; in the data active = fold change above about 3.3
STAT3 blocker – inhibitors of IL-6 induced STAT3 signaling; U3A cells, IL-6 STAT3-luciferase reporter, luminescence; host cell line lacks STAT1; 190,000 compounds, 0.89% hits; inhibition, % at 5.5 µM;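 active = inhibition above the mean inhibition across all screened compounds plus 3 SD, cut at about 44% in these data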;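 note: 0% = DMSO only wells and 100% = 100 µM nifuroxazide control wells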
STAT3 act – activators of IL-6 induced STAT3 signaling; U3A cells, IL-6 STAT3-luciferase reporter, luminescence; 100% = signal with IL-6 EC80 alone; 190,000 compounds, 0.91% hits; activation (% of control), % at 5.6 µM; AID 871;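 active = activation above the screen-wide mean of compound activation plus 3 SD, cut at about 130% in these data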;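 note: 0% = background luminescence of wells with medium and substrate only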
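Test system: human U3A cells carrying STAT3-luciferase construct; control set: IL-6-only wells as 100% reference; timing: compound pre-incubation 1 h before IL-6, then 6 h stimulation at 37 °C; also added: IL-6 stimulus at 33 ng/mL final; evaluation: % activation versus median of IL-6-stimulated wells; detection: reporter luminescence signal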
APP transl inh – APP translation inhibition | SH-SY5Y APP 5'UTR-luciferase reporter, luminescence | inhibition, % at 2 µM | 190,000 compounds, 0.82% hits | AID 1285;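 active = inhibition above a set limit, derived from the sample mean plus 3 SD, cut at about 45% in these data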; note: values of inactives mirror those of a sister screen read the other way
STAT1 activator – STAT1 signaling activation; NIH 3T3 STAT1-luciferase reporter, IFN-gamma, luminescence; 100% = IFN-gamma alone, no compound; activation (% of control), % at 5.5 µM; 200,000 compounds, 2.6% hits; AID 932;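 active = activation above the screen-wide mean activation plus 3 SD, cut at about 130% in these data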;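 note: raw ratio to IFN-gamma control signal so 100% means no change and 0% no light; values of inactives mirror those of a sister screen read the other way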
An asterisk follows results filed as active; . = not tested or not shown.

| nr | structure | FLuc inhib CS | ROMK primary | STAT1 inh | APP 5'UTR act | FLuc act counter |
| --- | --- | --- | --- | --- | --- | --- |
| 1 | Cn1nnnc1SCC(=O)N1CCN(c2cccc(Cl)c2)CC1 | -4 | 0.68 | 3 | -17 | 1 |
| 2 | O=P(COCCOCCOCCOCP(=O)(c1ccccc1)c1ccccc1)(c1ccccc1)c1ccccc1 | -4 | -0.084 | 2 | -1 | 1 |
| 3 | CCCCNCC#CCOc1cc(C)ccc1C(C)C | 1 | -0.57 | 0 | 0 | 1 |
| 4 | COCCNc1oc(-c2ccccc2Cl)nc1C#N | 6 | . | -9 | 3 | 0.9 |
| 5 | CC1CCCCC1NC(=O)c1cn(C)c2ccc(S(=O)(=O)N3CCCC3)cc2c1=O (configuration not stated) | -8 | -0.33 | -3 | -22 | 1.1 |
| 6 | COc1ccc(NC(C)=O)c(C)c1 | -6 | -0.2 | 0 | 4 | 1.1 |
| 7 | Cn1cccc1Cc1nnc(SCC(=O)N2CCCC2)n1CCc1ccccc1 | -9 | . | 0 | -14 | 1.1 |
| 8 | Cc1ccc(C(=O)C(C)Oc2cccc(NC(=O)c3ccco3)c2)cc1 (configuration not stated) | -4 | -0.47 | 0 | -11 | 1 |
| 9 | CCOC(=O)N1CCN(S(=O)(=O)c2c(C)[nH]c(=O)[nH]c2=O)CC1 | 1 | . | -6 | 3 | 1 |
| 10 | O=C(OCc1c(Cl)cccc1Cl)c1cccnc1Cl | -4 | -1.1 | -6 | 18 | 1 |
| 11 | CCOC(=O)Cc1csc(NC(=S)NC(=O)c2ccccc2C)n1 | 4 | . | 3 | -22 | 1 |
| 12 | Cc1cc(OCc2ccc(C(=O)NN=C3CCCC3)cc2)ccc1Cl | -5 | 0.017 | -34 | -20 | 1 |

| nr | NF-kB neuron act | STAT3 blocker | STAT3 act | APP transl inh | STAT1 activator |
| --- | --- | --- | --- | --- | --- |
| 1 | 1 | 16 | 88 | 17 | 98 |
| 2 | 0.93 | 3 | 97 | 1 | 99 |
| 3 | 1.1 | 4 | 100 | 0 | 97 |
| 4 | 1.2 | 12 | 97 | -3 | 108 |
| 5 | 0.68 | -8 | 111 | 22 | 101 |
| 6 | 1.1 | 12 | 96 | -4 | 98 |
| 7 | 1.4 | -1 | 104 | 14 | 100 |
| 8 | 1.1 | 1 | 102 | 11 | 100 |
| 9 | 1.2 | -4 | 107 | -3 | 107 |
| 10 | 1.1 | 0 | 107 | -18 | 105 |
| 11 | 1.6 | 13 | 94 | 22 | 97 |
| 12 | 1.3 | -7 | 110 | 20 | 130* |

More entries follow.
| nr | structure | FLuc inhib CS | ROMK primary | STAT1 inh | APP 5'UTR act | FLuc act counter |
| --- | --- | --- | --- | --- | --- | --- |
| 13 | O=CNNC(=O)c1cccc([N+](=O)[O-])c1 | -4 | . | -14 | -2 | 1 |
| 14 | Cc1cc2oc(=O)cc(CN3CCN(C/C=C/c4ccccc4)CC3)c2cc1O | -1 | -3.1 | 5 | -8 | 1 |
| 15 | N#CCCN(C(=O)COc1ccc(Br)cc1F)c1ccc(F)cc1 | -3 | 0.2 | 2 | 2 | 1 |
| 16 | O=C(CSc1n[nH]c(=O)[nH]c1=O)c1ccccc1 | 4 | . | -3 | 3 | 1 |
| 17 | COc1ccc(Nc2nc(N/N=C/c3ccc(N(C)C)cc3)nc(C)c2[N+](=O)[O-])cc1 | -6 | 0.076 | -1 | -15 | 1.1 |
| 18 | O=C(CNc1ccc2ccccc2c1)N/N=C/c1cc2ccccc2nc1Cl | -2 | . | 1 | 0 | 1 |
| 19 | Cc1cccc(COCC(Cc2ccccc2)N2CCN(C(=O)c3ccc(C(F)(F)F)cc3)CCC2=O)c1 (configuration not stated) | 6 | -1.3 | 11 | -14 | 0.9 |
| 20 | CCC(=O)Nc1nc(C)nc(C)c1C(C)=O | -4 | . | 0 | -5 | 1 |
| 21 | CCN(CC)CC(=O)Nc1ccc(/C(C)=N/NC2=NCCN2)cc1 | -7 | 0.3 | -8 | -7 | 1.1 |
| 22 | COCCN1Cc2cccc(C(=O)Nc3ccc(C)cc3)c2C1=O | 5 | 0.2 | -2 | -6 | 1 |
| 23 | CCCNC(=O)N1CCCC(C(=O)c2cccc(Cl)c2)C1 (configuration not stated) | -6 | -0.21 | 0 | -13 | 1.1 |
| 24 | O=C(NC(=S)NNS(=O)(=O)c1ccccc1)c1cccnc1 | -5 | 0.29 | -3 | 7 | 1 |

| nr | NF-kB neuron act | STAT3 blocker | STAT3 act | APP transl inh | STAT1 activator |
| --- | --- | --- | --- | --- | --- |
| 13 | 1.4 | -9 | 106 | 2 | 113 |
| 14 | 0.43 | 11 | 96 | 8 | 95 |
| 15 | 1.2 | 6 | 103 | -2 | 99 |
| 16 | 1.3 | 8 | 97 | -3 | 103 |
| 17 | 1.2 | 0 | 100 | 14 | 101 |
| 18 | 0.63 | -43 | 144* | 0 | 99 |
| 19 | 0.62 | 3 | 95 | 14 | 90 |
| 20 | 1.1 | 0 | 101 | 5 | 100 |
| 21 | 1 | -3 | 107 | 7 | 108 |
| 22 | 1.1 | 27 | 84 | 6 | 101 |
| 23 | 1.3 | 0 | 102 | 12 | 98 |
| 24 | 1.1 | 6 | 98 | -7 | 101 |

(list continues)
| nr | structure | FLuc inhib CS | ROMK primary | STAT1 inh | APP 5'UTR act | FLuc act counter |
| --- | --- | --- | --- | --- | --- | --- |
| 25 | COC(=O)Nc1ccc2c(c1)OCO2 | -3 | . | -9 | 3 | 1 |
| 26 | CN(C)S(=O)(=O)c1ccc(-c2csnn2)s1 | -8 | 0.045 | 3 | -4 | 1.1 |
| 27 | O=C(NNc1c2ccccc2nc2ccccc12)c1cc2ccccc2cc1O | 7 | . | 5 | 5 | 0.9 |
| 28 | O=C(CSc1ccc(-c2ccccn2)nn1)c1ccc([N+](=O)[O-])cc1 | -2 | 0.53 | -3 | 2 | 1 |

| nr | NF-kB neuron act | STAT3 blocker | STAT3 act | APP transl inh | STAT1 activator |
| --- | --- | --- | --- | --- | --- |
| 25 | 1.1 | -8 | 109 | -3 | 112 |
| 26 | 1.1 | 0 | 104 | 4 | 97 |
| 27 | 0.38 | -10 | 108 | -5 | 96 |
| 28 | 1.2 | 9 | 96 | -2 | 102 |

Compounds above with a carbonyl joined to an NH by a bond outside any ring, in the order listed:
| nr | structure | FLuc inhib CS | ROMK primary | STAT1 inh | APP 5'UTR act | FLuc act counter |
| --- | --- | --- | --- | --- | --- | --- |
| 5 | CC1CCCCC1NC(=O)c1cn(C)c2ccc(S(=O)(=O)N3CCCC3)cc2c1=O (configuration not stated) | -8 | -0.33 | -3 | -22 | 1.1 |
| 6 | COc1ccc(NC(C)=O)c(C)c1 | -6 | -0.2 | 0 | 4 | 1.1 |
| 8 | Cc1ccc(C(=O)C(C)Oc2cccc(NC(=O)c3ccco3)c2)cc1 (configuration not stated) | -4 | -0.47 | 0 | -11 | 1 |
| 11 | CCOC(=O)Cc1csc(NC(=S)NC(=O)c2ccccc2C)n1 | 4 | . | 3 | -22 | 1 |
| 12 | Cc1cc(OCc2ccc(C(=O)NN=C3CCCC3)cc2)ccc1Cl | -5 | 0.017 | -34 | -20 | 1 |
| 13 | O=CNNC(=O)c1cccc([N+](=O)[O-])c1 | -4 | . | -14 | -2 | 1 |
| 18 | O=C(CNc1ccc2ccccc2c1)N/N=C/c1cc2ccccc2nc1Cl | -2 | . | 1 | 0 | 1 |
| 20 | CCC(=O)Nc1nc(C)nc(C)c1C(C)=O | -4 | . | 0 | -5 | 1 |
| 21 | CCN(CC)CC(=O)Nc1ccc(/C(C)=N/NC2=NCCN2)cc1 | -7 | 0.3 | -8 | -7 | 1.1 |
| 22 | COCCN1Cc2cccc(C(=O)Nc3ccc(C)cc3)c2C1=O | 5 | 0.2 | -2 | -6 | 1 |
| 23 | CCCNC(=O)N1CCCC(C(=O)c2cccc(Cl)c2)C1 (configuration not stated) | -6 | -0.21 | 0 | -13 | 1.1 |
| 24 | O=C(NC(=S)NNS(=O)(=O)c1ccccc1)c1cccnc1 | -5 | 0.29 | -3 | 7 | 1 |
| 25 | COC(=O)Nc1ccc2c(c1)OCO2 | -3 | . | -9 | 3 | 1 |
| 27 | O=C(NNc1c2ccccc2nc2ccccc12)c1cc2ccccc2cc1O | 7 | . | 5 | 5 | 0.9 |

| nr | NF-kB neuron act | STAT3 blocker | STAT3 act | APP transl inh | STAT1 activator |
| --- | --- | --- | --- | --- | --- |
| 5 | 0.68 | -8 | 111 | 22 | 101 |
| 6 | 1.1 | 12 | 96 | -4 | 98 |
| 8 | 1.1 | 1 | 102 | 11 | 100 |
| 11 | 1.6 | 13 | 94 | 22 | 97 |
| 12 | 1.3 | -7 | 110 | 20 | 130* |
| 13 | 1.4 | -9 | 106 | 2 | 113 |
| 18 | 0.63 | -43 | 144* | 0 | 99 |
| 20 | 1.1 | 0 | 101 | 5 | 100 |
| 21 | 1 | -3 | 107 | 7 | 108 |
| 22 | 1.1 | 27 | 84 | 6 | 101 |
| 23 | 1.3 | 0 | 102 | 12 | 98 |
| 24 | 1.1 | 6 | 98 | -7 | 101 |
| 25 | 1.1 | -8 | 109 | -3 | 112 |
| 27 | 0.38 | -10 | 108 | -5 | 96 |

Compound activity: PubChem, several laboratories
